# Bioassay records (PubChem BioAssay)
# Casp6 inh: inhibitors of human caspase-6; P55212; AID 686996; inhibition, % at 12.5 µM; purified caspase-6, Z-VEID-R110 cleavage fluorescence; 350,000 compounds, 0.53% hits;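 active = mean inhibition across replicates at least about 35%, with every replicate also reaching that limit, limit read from the data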;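 note: 0% = median of neutral control wells and 100% = no fluorescence left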
# Target sequence (P55212 24-179 limits assumed): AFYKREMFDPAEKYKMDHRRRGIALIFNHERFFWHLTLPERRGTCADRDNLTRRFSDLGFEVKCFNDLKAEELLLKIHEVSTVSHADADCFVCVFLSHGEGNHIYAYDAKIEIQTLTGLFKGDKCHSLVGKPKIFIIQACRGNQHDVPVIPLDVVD
# Target sequence (P55212 194-293 limits assumed): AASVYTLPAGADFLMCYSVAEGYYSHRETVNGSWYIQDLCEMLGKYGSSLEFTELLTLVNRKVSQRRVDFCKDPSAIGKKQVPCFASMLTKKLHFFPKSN
# SIRT5 block: blocks human SIRT5 desuccinylation of peptide; Q9NXA8; Purified SirT5, succinyl-peptide AMC, trypsin-coupled fluorescence; inhibition, % at 15 µM; 330,000 compounds, 1.1% hits; AID 652115; in the data active = inhibition above about 15%
# Target sequence (Q9NXA8 whole entry, looked up): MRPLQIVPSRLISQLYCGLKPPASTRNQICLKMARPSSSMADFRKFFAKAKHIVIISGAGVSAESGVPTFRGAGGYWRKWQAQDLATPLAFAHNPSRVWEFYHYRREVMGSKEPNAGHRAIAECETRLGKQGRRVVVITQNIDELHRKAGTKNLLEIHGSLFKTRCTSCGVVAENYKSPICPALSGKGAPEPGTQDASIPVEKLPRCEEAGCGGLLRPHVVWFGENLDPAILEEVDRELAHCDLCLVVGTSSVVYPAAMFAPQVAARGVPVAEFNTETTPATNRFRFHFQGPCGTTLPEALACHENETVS
# FN deposition inh: fibronectin deposition inhibition. AH1F fibroblasts, Alexa488-fibronectin deposition fluorescence, overnight. inhibition, % at 12.6 µM. 350,000 compounds, 0.086% hits;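 active = mean inhibition across replicates of 30% or more, regardless of how many single replicates reach that level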;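 note: positive control wells lacked labelled fibronectin entirely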
#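 Material – AH1F fibroblast monolayer, labelled fibronectin deposition · Reagent – labelled fibronectin 24 nM · Timing – 1 h adhesion, overnight exposure · Measured by – fluorescence at 485 nm excitation, 525 nm emission · Read-out – inhibition of fibronectin deposition signal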
# esBAF inh: SWI/SNF esBAF complex inhibition; reporter increase, % at 12.5 µM; mouse ES cells, Bmi1-luciferase knock-in reporter, 24 h; 100% = twice the neutral-well signal; 350,000 compounds, 2% hits; in the data active = activation above about 40%;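 note: 0% = median of the plate's neutral control wells and 100% = double that signal; a rise in the Bmi1 reporter signal indicates esBAF inhibition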
# S100A4 inh HTS: blocks human S100A4 binding to myosin IIA peptide | inhibition, % at 10.7 µM | S100A4/TAMRA-MyoIIA peptide fluorescence polarization | P26447 | 360,000 compounds, 0.14% hits;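 active = mean inhibition of at least 70% across replicates, with every replicate also reaching that level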
# Target sequence (P26447 whole entry, looked up): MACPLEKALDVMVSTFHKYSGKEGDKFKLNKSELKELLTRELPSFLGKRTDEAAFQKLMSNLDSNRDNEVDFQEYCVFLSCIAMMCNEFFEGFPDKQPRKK
#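 assay system = human S100A4 monomer with TAMRA-labelled myosin IIA peptide | also added = labelled myosin peptide probe, 5 nM | incubation = 5 min between mix addition and reading | control set = DMSO and TFP controls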
# Statin myotox sup: suppressors of simvastatin-induced myotoxicity in C2C12 myotubes | ATP luminescence, 48 h; scaled: DMSO 0, geranylgeraniol control 100 | rescue of ATP level, % at 7.49 µM | 330,000 compounds, 0.78% hits | AID 602340;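 active = mean ATP rescue above about 67%, or every replicate alone reaching that limit, limit read from the data, passing the limit was not always enough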;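 note: myotubes were challenged with 10 µM simvastatin during compound exposure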
# LGR2 inh: blocks bursicon-induced cAMP signaling via Drosophila LGR2; inhibition, % at 9.99 µM; HEK293 LGR2, CRE-luciferase, bursicon-stimulated, 4 h; 380,000 compounds, 0.35% hits;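 active = drop in luminescence signal, shown as inhibition above about 50% in the replicate tests, limit read from the data, passing the limit was not always enough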;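 note: agonist challenge used bursicon conditioned medium at about half maximal strength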
# * = called active by the depositor; . = not tested or not shown; & = joins results of further samples. The list is partial (hit frequency here may not be typical).
SMILES,Casp6 inh,SIRT5 block,FN deposition inh,esBAF inh,S100A4 inh HTS,Statin myotox sup,LGR2 inh
Nc1nc(=S)c2ncn([C@@H]3O[C@H](CO)[C@@H](O)[C@H]3O)c2[nH]1,.,0,4,-52,-5,14,-5
COc1ccc2c3c(n(C)c2c1)[C@H](CO)N(C(=O)C1CCOCC1)CC31CN(C(=O)C2CCOCC2)C1,1,-3,-7,.,-3,.,10
Cc1ccc(NC(=O)C2CSC3(C)CCC(=O)N23)cc1S(=O)(=O)N1CCCCCC1 (configuration not stated),-2,7,4,13,0,0,-7
O=C1OC(N2CCN(C/C=C/c3ccccc3)CC2)c2ccccc21 (configuration not stated),.,.,8,-1,.,-3,.
CC(=O)Nc1ccc(NC(=O)C(C)OC(=O)c2cccc(S(=O)(=O)N3CCCC3)c2)cc1 (configuration not stated),0,-3,1,-2,-2,-5,14
O=C1c2ccccc2C(c2nnnn2-c2ccc3c(c2)OCCO3)N1Cc1ccc(F)cc1 (configuration not stated),2,-6,-6,.,2,.,-32
O=C(NCc1ccccc1CN1CCCC1)C1CCN(S(=O)(=O)c2ccc(F)c(F)c2)CC1,-9,-3,4,-3,1,-1,2
COc1ccc(CNC(=O)C2CCCN(S(=O)(=O)c3ccc4c(c3)C(C)(C)C(=O)N4C)C2)cc1 (configuration not stated),-2,-1,-19,0,-4,17,-26
CCOC(=O)[C@@H]1[C@H]2COc3ccccc3[C@H]2N2C(=O)N(c3ccc(Cl)cc3)C(=O)[C@]12C,1,.,0,-8,-9,-19,1
CC1CCCN(c2nc(N(C)c3ccccc3)nc(N)c2[N+](=O)[O-])C1 (configuration not stated),0,0,-4,.,-5,.,-19
c1ccc2c(c1)CCCC2C1=NCCN1 (configuration not stated),.,-3,-2&-4,3,-3&-3,9,.
COc1ccccc1N(CC(=O)N1CCCCC1)S(=O)(=O)c1ccccc1,.,.,-4,6,.,6,.
COCCSc1nc2c(c(=O)[nH]c(=O)n2C)n1CCC(C)C,-1,-1,6,-3,0,.,-25
C#CCn1c(=NC(=O)CSCC(=O)N2CCOCC2)sc2ccccc21,2,5,.,-8,-2,2,-1
CNC[C@H]1Oc2cc(C#Cc3ccc(F)cc3)ccc2S(=O)(=O)N([C@H](C)CO)C[C@@H]1C,-2,-3,.,-6,-3,-7,-33
N#C/C(=C(/O)CCl)c1nc(-c2ccccc2)cs1,3,1,6,25,-7,-3,-9
CC(C)(C)OC(=O)N1CCCC1C(=O)NC(Cc1ccccc1)C(=O)O (configuration not stated),.,.,3,-6,0,0,.
COc1ccc(C(=O)COC(=O)CNC(=O)c2cc(OC)cc(OC)c2)cc1,3,-2,11,-2,-1,-2,3
COC(=O)[C@]12C[C@H](CC(=O)NCCCN3CCCC3=O)C(=O)N(CCC3=CCCCC3)C1=C[C@H](COCc1ccccc1)O[C@@H]2C,-1,.,3,.,1,.,17
Cc1nnc(SC(C)C(=O)NC2CCCc3ccccc32)n1-c1ccccc1 (configuration not stated),0,0,-6,.,-2,.,13

# 5 compounds from above, reduced to FN deposition inh and LGR2 inh:
Structure	FN deposition inh	LGR2 inh
C#CCn1c(=NC(=O)CSCC(=O)N2CCOCC2)sc2ccccc21	.	-1
Cc1nnc(SC(C)C(=O)NC2CCCc3ccccc32)n1-c1ccccc1 (configuration not stated)	-6	13
COc1ccc(C(=O)COC(=O)CNC(=O)c2cc(OC)cc(OC)c2)cc1	11	3
COC(=O)[C@]12C[C@H](CC(=O)NCCCN3CCCC3=O)C(=O)N(CCC3=CCCCC3)C1=C[C@H](COCc1ccccc1)O[C@@H]2C	3	17
c1ccc2c(c1)CCCC2C1=NCCN1 (configuration not stated)	-2&-4	.

# Additional records:
SMILES,Casp6 inh,SIRT5 block,FN deposition inh,esBAF inh,S100A4 inh HTS,Statin myotox sup,LGR2 inh
CCOCCCNCc1cc(Cl)ccc1OCC,1,-1,-14,2,-1,0,-11
C[C@@H]1CCCCO[C@@H](CN(C)C(=O)Nc2cccc3ccccc23)[C@H](C)CN([C@H](C)CO)C(=O)c2cc(NC(=O)C3CCCCC3)ccc2O1,1,10,.,38,-3,.,7
COC(=O)C[C@H]1CC[C@@H](NC(=O)Nc2ccc3c(c2)OCO3)[C@@H](CO)O1,1,.,6,.,-1,.,-6
CC(C(=O)Nc1ccccc1C(=O)N1CCOCC1)N(c1ccccc1)S(C)(=O)=O (configuration not stated),.,.,7,-6,.,-1,.
Cc1ccc(NC(=O)c2ncn(CCCN3CCN(Cc4cccc5ccccc45)CC3)n2)cc1C,-7,-5,1,-2,-2,-11,22
COc1ccc(Br)c(C(=O)OCC(=O)N2CCc3ccccc32)c1,-3,4,0,32,0,-2,-22
COc1cccc(NC(=S)NCc2ccccc2)c1,-2,.,5,14,-5,6,-25
CCOc1ccc(NC(=O)Nc2ccc(Br)cn2)cc1,0,.,-2,.,3,.,-58
COc1ccc(-c2ccc3c(c2)[C@H]2[C@H](CCN2S(=O)(=O)c2ccccc2F)[C@H](CO)N3)cc1,.,.,-4,4,.,-8,16
COc1ccc(CN2CCC(=O)N([C@H](CO)CC(C)C)CC2)cc1,.,.,-1,0,-8,-4,0
CCOC(=O)c1cnc2c(Cl)cccc2c1NCCCN1CCOCC1,-5,-1,-1,19,-1,12,-17
CC1CCC/C(=N\NC(=O)COc2ccccc2Cl)C1 (configuration not stated),-1,-6,0,5,6,2,0
C[C@H](CO)N1C[C@H](C)[C@H](CN(C)C(=O)c2ccccc2)OCCCC[C@H](C)Oc2ccc(NS(=O)(=O)c3cn(C)cn3)cc2C1=O,2,-1,-17,-2,3,.,-9
COC(=O)CC1=NN(c2nc(C)cc(C)n2)C(=O)C1,0,0,-15,.,-6,.,-2
COc1ccccc1N1CCN(C(=O)c2cccc3c(=O)c(C)c(-c4ccccc4)oc23)CC1,0,-2,.,.,-2,.,1
CC1(C)c2ccccc2-c2nc3ccccc3cc2C1N1CCOCC1 (configuration not stated),-1,.,-1,8,-1,-8,.
CCOC1=C2[C@@H](CN(S(=O)(=O)c3ccc(C)cc3)[C@H]2c2cccc3ccccc23)[C@H]2C(=O)N(C3CCCCC3)C(=O)[C@H]2C1,-3,-2,.,-1,-2,-1,18
CCN1/C(=C/c2cccc[n+]2C)Sc2ccc(OC)cc21,-3,10,-6,-10,-10,-102,13
Cc1nn2c(=O)c3c4c(sc3nc2n1-c1ccccc1)COC(C)(C)C4,-1,-1,1,.,10,.,13
C=CCNc1ccc2c(c1)OC[C@H](CC(C)C)NS2(=O)=O,2,5,1,.,-6,.,-11
C[C@@H]1CN([C@@H](C)CO)C(=O)c2cc(C#CC3(O)CCCC3)cnc2O[C@H]1CN(C)C(=O)C1CCCCC1,-2,0,.,0,3,10,-2
COC(=O)c1c[nH]c(=O)c2ccccc12,0,0,-3,.,-4,.,10
CC(=O)Nc1ccc(N/C=C(\C=O)c2nc3ccccc3o2)cc1,-1,-4,2,4,1,-8,-10
COC(=O)Cn1nc(-c2ccc(C)cc2)c2ccccc2c1=O,4,0,14,.,6,.,3
c1ccc2c(c1)CC/C2=N/Nc1nc2ccccc2[nH]1,-2,1,1,6,-1,-14,.
COc1ccc(Cc2nc3ccc(C(=O)NC(C)Cc4ncccc4C)cc3o2)cc1OC (configuration not stated),1,1,6,34,-2,10,-21
CCN(c1ccc(C)cc1C)S(=O)(=O)c1nnc(NC(=O)C(C)(C)C)s1,-3,-6,0,-6,-6,-80,3
O=C1C(O)=C(O)C(=O)c2ccccc21,30,.,.,7,0,1,.
Cc1ccccc1S(=O)(=O)N(C)C[C@H]1OCc2cnnn2CCCC(=O)N([C@H](C)CO)C[C@H]1C,2&-1,-7&-2,3&3,-4&2,-10&1,-7&5,0&6
Cc1cccc(NC(=O)CSc2nnc(Cn3nnc(-c4ccccc4)n3)n2-c2ccccc2)c1,.,.,-6,13,.,3,.

# 5 entries already listed, ordered by SMILES length, rising.
SMILES,Casp6 inh,SIRT5 block,FN deposition inh,esBAF inh,S100A4 inh HTS,Statin myotox sup,LGR2 inh
CC(=O)Nc1ccc(N/C=C(\C=O)c2nc3ccccc3o2)cc1,-1,-4,2,4,1,-8,-10
CCN(c1ccc(C)cc1C)S(=O)(=O)c1nnc(NC(=O)C(C)(C)C)s1,-3,-6,0,-6,-6,-80,3
COc1ccc(Cc2nc3ccc(C(=O)NC(C)Cc4ncccc4C)cc3o2)cc1OC (configuration not stated),1,1,6,34,-2,10,-21
Cc1cccc(NC(=O)CSc2nnc(Cn3nnc(-c4ccccc4)n3)n2-c2ccccc2)c1,.,.,-6,13,.,3,.
C[C@@H]1CN([C@@H](C)CO)C(=O)c2cc(C#CC3(O)CCCC3)cnc2O[C@H]1CN(C)C(=O)C1CCCCC1,-2,0,.,0,3,10,-2

# The results go on.
SMILES,Casp6 inh,SIRT5 block,FN deposition inh,esBAF inh,S100A4 inh HTS,Statin myotox sup,LGR2 inh
CCOC(=O)N1CCN(C(=O)c2cnn3c(C(F)(F)F)cc(-c4cccs4)nc23)CC1,-4,-1,.,-5,-2,-1,24
CCN(c1ccccc1)S(=O)(=O)c1ccc(Cl)c(NC(=O)CN(C)C2CCN(C)CC2)c1,-8,6,13,-1,-11,14,8
COc1cc(F)ccc1CN1CCC(n2nccc2NC(=O)C2CCOC2)CC1 (configuration not stated),-22,-1,3,.,4,.,11
O=C(NCCNC(=O)c1cc(F)cc(F)c1)c1cc(F)cc(F)c1,0,-5,1,4,-4,-8,-5
C/C(CC(=O)Nc1ccc(N(C)C)cc1)=N\NC(=O)c1ccncc1,-5,-2,8,7,1,-6,1
CC1(C)C(=O)Nc2ccccc2N1C(=O)COC(=O)c1cc(S(=O)(=O)N2CCOCC2)ccc1F,6,-1,-3,.,1,.,5
Cc1nc2cc(-c3cccc(F)c3)nn2c(C)c1CCC(=O)NC(C)c1ccc2c(c1)OCCO2 (configuration not stated),-2,-3,-4,-25,-5,-20,7
C[C@@H]1CN([C@H](C)CO)C(=O)Cc2cc(NC(=O)CCCCCC(=O)Nc3ccccc3N)ccc2O[C@H]1CN(C)C(=O)Nc1ccc2c(c1)OCO2,0,3,.,-4,6,-21,-11
COCC#Cc1ccc2c(c1)O[C@@H](CN(C)CC1CCCC1)[C@H](C)CN([C@H](C)CO)S2(=O)=O,0,10,0,-6,-13,-163,5
CCCNC(=O)N1[C@@H]2CNC[C@H]1C2c1ccc(-c2cccnc2)cc1 (some centres not stated),-15&-15,-2&-3,-9&-3,.,-3&-1,.,15&-6
Oc1c(Br)cc(Br)cc1C=Nc1ccc2[nH]ncc2c1,-2,-1,4,-3,-3,9,20
COCc1cc(N2CCN(C(=O)OC(C)(C)C)C[C@H]2C)ccc1N1CC[C@@H](O)C1,8,.,-2,.,2,.,12
COc1ccc(NC(=O)Nc2ccc3c(c2)C(=O)N([C@@H](C)CO)C[C@@H](C)[C@@H](CN(C)C(=O)Nc2ccc(F)cc2)O3)cc1,0,5,.,3,-4,39,7
CCOC(=O)CSc1nc2ccsc2c(=O)[nH]1,0,2,-26,-6,0,1,.
Cc1cc(C(N)=O)c2cc(Br)ccc2n1,.,.,-4,-7,.,-3,8
O=c1[nH]cc(CN2CCOCC2)c(=O)[nH]1,0,.,0,2,-2,0,-30
COc1ccc(S(=O)(=O)N(C)C[C@H]2Oc3c(NC(=O)Nc4ccccc4)cccc3C(=O)N([C@@H](C)CO)C[C@@H]2C)cc1,.,.,.,-5,.,-45,9
COc1ccc(NC(=O)N(C)C[C@H]2Oc3c(NS(=O)(=O)c4c(C)noc4C)cccc3C(=O)N([C@H](C)CO)C[C@H]2C)cc1,-2,-2,-1,-1,-56,.,-17
CCN(c1ccccc1)S(=O)(=O)c1ccc(OCC(F)(F)F)c(NC(=O)c2ccc(=O)[nH]c2)c1,1,6,0,1,-8,21,-17
Cc1ccc(NC(=O)c2ccc([N+](=O)[O-])cc2Cl)nc1,-1,0,-10,.,-4,.,.
O=C(Nc1nccs1)c1cn(-c2ccccc2)nc1-c1ccncc1,-2,-2,0,2,2,-9,.
Cn1c(=O)c2c(nc(SCCCC#N)n2Cc2ccccc2F)n(C)c1=O,0,.,-9,-1,-3,6,-4
C=C1C(=O)OC2/C=C(/C)CC/C=C(/C)CCC12 (configuration not stated),-3,-2,.,.,14,.,.
